High-throughput results from PubChem BioAssay.
NR1D1 modulator: modulators of Rev-erb alpha DNA binding, primary screen, biochemical, FITC-DNA, fluorescence polarization, uHTS; Nuclear receptor subfamily 1 group D member 1 (Homo sapiens), P20393; Rev-erbα–FITC-DNA binding, 90 min; activity, % at 10 µM; hit rate 0.79% among 370,000; AID 1259318, 2017;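 active = activity above about 14%, limit read from the data; passing the limit was not always enough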;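 also: 0% = DMSO wells with 35 nM protein and 100% = DMSO wells with 750 nM protein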
proKLK7 act: proKLK7 zymogen activators, primary screen, biochemical, fluorescence intensity; Kallikrein-7 (Homo sapiens), P49862; purified proKLK7, EDANS-DABCYL substrate fluorescence; 100% is mature enzyme control, 0% vehicle; activation, % at 7 µM; hit rate 0.9% among 370,000; AID 652039, 2013;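 active = activation above the mean of all tested compounds plus 3 SD, computed per campaign excluding outliers beyond control limits, cut at about 13% in these data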
PLC-beta3 inh: human PLC-beta3 inhibitors, primary screen, biochemical, fluorescence; inhibition, % at 12.2 µM; 1-phosphatidylinositol 4,5-bisphosphate phosphodiesterase beta-3 (Homo sapiens), Q01970; AID 720704, 2013; Purified PLC-beta3, fluorogenic substrate; hit rate 0.18% among 370,000; in the data active = inhibition above about 11%;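 also: 0% = median of compound wells on plate and 100% = full blocker control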
DDE Tn6 FP inh: inhibitors of Tn6 peptide binding to fibrin DD(E), primary screen, biochemical, fluorescence polarization, human fibrin, Tn6 probe; Fibrin DD(E) TRITC-Tn6 fluorescence polarization displacement; hit rate 0.21% among 370,000; inhibition, % at 8.3 µM; AID 720509, 2013;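 active = inhibition above a per-campaign cutoff: mean of compounds within control limits plus 3 SD, cut at about 15% in these data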;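 also: 0% = median of all compound wells on the plate and 100% = blocking peptide control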
ARFGAP1 inhibitor: inhibitors of rat ARFGAP1 GAP activity, primary screen, biochemical, fluorescence polarization, GDP tracer. ADP-ribosylation factor GTPase-activating protein 1 (Rattus norvegicus), Q62848. AID 651572, 2012. inhibition, % at 16.5 µM. hit rate 0.26% among 360,000. Arfgap1-stimulated ARF1 GTP hydrolysis, GDP FP detection;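 active = inhibition above a per-plate limit, mean inhibition of low control wells plus 3 SD, cut at about 25% in these data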;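 also: 0% = DMSO wells with enzyme and 100% = wells lacking Arfgap1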
Target sequence (Q62848 1-136 limits assumed): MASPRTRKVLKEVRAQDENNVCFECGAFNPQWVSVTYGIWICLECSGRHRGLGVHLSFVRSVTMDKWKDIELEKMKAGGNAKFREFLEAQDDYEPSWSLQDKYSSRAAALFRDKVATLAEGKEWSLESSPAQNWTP
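Material: truncated rat Arfgap1 GAP domain; Incubation: compound-enzyme preincubation 20 min, reaction 120 min, detection 60 min, 25 °C; Read-out: percent inhibition of Arfgap1-stimulated GTP hydrolysis; Technique: FP, GDP Alexa 633 tracer displaced from anti-GDP antibody, 620/688 nm; Controls: No-Arfgap1 wells (100%) versus DMSO full-reaction wells (0%); Replication: single well per compound.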
sPLA2-III inh: human group III sPLA2 inhibitors, primary screen, biochemical, QFRET, BODIPY PC-A2 liposome substrate; inhibition, % at 12.2 µM; hit rate 0.56% among 370,000; QFRET BODIPY PC-A2 liposome hydrolysis, fluorescence; Group 3 secretory phospholipase A2 (Homo sapiens), Q9NZ20; AID 743126, 2013;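 active = inhibition above mean plus 3 SD of compounds lying within the high and low control bounds, cut at about 19% in these data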;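 also: 0% = median of test compound wells and 100% = no enzyme DMSO wells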
UHRF1 MBD2 ctr: UHRF1 methylated DNA binding inhibitors, primary screen, counter-screen for MBD2 inhibitor project, biochemical, TR-FRET, human UHRF1, single concentration; E3 ubiquitin-protein ligase UHRF1 (Homo sapiens), Q96T88; UHRF1 binding to methylated oligo; inhibition, % at 4.4 µM; hit rate 0.75% among 370,000; in the data active = inhibition above about 21%;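 also: UHRF1 SRA domain binding a hemimethylated CpG hairpin DNA probe; 0% = median of test compound wells and 100% = reference inhibitor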
Target sequence (Q96T88 whole entry, looked up, the tested form may be a part): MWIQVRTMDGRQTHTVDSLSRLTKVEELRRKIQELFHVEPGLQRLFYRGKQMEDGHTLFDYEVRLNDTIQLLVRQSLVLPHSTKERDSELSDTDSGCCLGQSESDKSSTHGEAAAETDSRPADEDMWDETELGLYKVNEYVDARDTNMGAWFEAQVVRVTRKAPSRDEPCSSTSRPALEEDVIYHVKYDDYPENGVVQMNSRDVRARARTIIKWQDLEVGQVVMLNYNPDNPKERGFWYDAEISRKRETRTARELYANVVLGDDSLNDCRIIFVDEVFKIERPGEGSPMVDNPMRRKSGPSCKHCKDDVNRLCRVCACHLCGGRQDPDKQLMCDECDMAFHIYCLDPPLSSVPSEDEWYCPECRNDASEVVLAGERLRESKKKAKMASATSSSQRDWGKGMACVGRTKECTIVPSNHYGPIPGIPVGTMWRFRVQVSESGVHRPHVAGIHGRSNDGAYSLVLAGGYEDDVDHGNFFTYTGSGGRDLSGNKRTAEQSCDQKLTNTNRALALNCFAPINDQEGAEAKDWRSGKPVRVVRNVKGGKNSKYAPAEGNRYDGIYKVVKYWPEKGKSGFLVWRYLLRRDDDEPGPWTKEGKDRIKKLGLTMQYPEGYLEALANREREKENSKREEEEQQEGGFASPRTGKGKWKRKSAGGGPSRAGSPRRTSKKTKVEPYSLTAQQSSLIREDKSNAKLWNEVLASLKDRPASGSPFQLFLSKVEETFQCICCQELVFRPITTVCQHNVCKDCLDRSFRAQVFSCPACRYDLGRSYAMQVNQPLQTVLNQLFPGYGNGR
PLC-gamma1 inh: PLC-gamma1 enzyme inhibitors, primary screen, biochemical, fluorescence, purified enzyme. 1-phosphatidylinositol 4,5-bisphosphate phosphodiesterase gamma-1 (Homo sapiens), P19174. fluorogenic substrate. inhibition, % at 12.2 µM. hit rate 0.84% among 370,000. AID 720700, 2013; in the data active = inhibition above about 9.5%
Tn7 DDE FP: inhibitors of Tn7 peptide binding to fibrin DD(E), primary screen, biochemical, fluorescence polarization, human fibrin, Tn7 probe; Fibrinogen beta chain (Homo sapiens), P02675; FP displacement of FITC-Tn7 peptide from fibrin DD(E); 0% = median of compound wells per plate; inhibition, % at 8.3 µM; hit rate 0.13% among 370,000; AID 720508, 2013;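 active = inhibition above the mean of compounds falling within the control limits plus 3 SD of them, cut at about 14% in these data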;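 also: 0% = plate median of compound wells and 100% = 10 µM Aha-Tn7 peptide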
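Assay system: human fibrin DD(E). Input: DD(E) 2 µM final. Medium: Tris buffer with calcium and detergent, pH 7.8. Compound dosing: single point at 8.3 µM. Timing: 10 min plus 3 h, room temperature. Technique: fluorescence polarization of the labelled Tn7 tracer. Read-out: percent inhibition. Replicates: singlicate testing.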
ASAP1 inh: inhibitors of human ASAP1 ArfGAP activity, primary screen, biochemical, fluorescence polarization; Arf-GAP with SH3 domain, ANK repeat and PH domain-containing protein 1 (Homo sapiens), …; ASAP1-stimulated ARF1 GTP hydrolysis, GDP FP detection; inhibition, % at 16.5 µM; hit rate 0.19% among 360,000; AID 624377, 2012; in the data active = inhibition above about 25%;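 also: 0% = vehicle with enzyme and substrate and 100% = no enzyme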
Active calls of the source: *; nt = not tested or not shown.

entry | SMILES | NR1D1 modulator | proKLK7 act | PLC-beta3 inh | DDE Tn6 FP inh | ARFGAP1 inhibitor | sPLA2-III inh | UHRF1 MBD2 ctr | PLC-gamma1 inh | Tn7 DDE FP | ASAP1 inh
1 | O=C(OCC(F)(F)C(F)F)c1ccccc1C(=O)Oc1ccc(F)cc1F | 5 | 0.0 | -2 | -6 | 16 | -2 | 1 | -2 | -1 | -10
2 | Cc1cccc(N2CCN(C(=O)C3CCN(S(=O)(=O)c4cccnc4)CC3)CC2)c1C | -4 | 1.1 | -1 | -7 | -2 | 5 | 1 | 1 | -2 | -5
3 | C[N+](C)(C)CC(=O)N/N=C/c1c2ccccc2cc2ccccc12 | 0 | -0.2 | -61 | -3 | 9 | -1 | -20 | -41 | 0 | -8
4 | CNC[C@H]1Oc2cc(Br)ccc2S(=O)(=O)N([C@@H](C)CO)C[C@@H]1C | -9 | 0.7 | 5 | 15 | 2 | 4 | -3 | 2 | -7 | -2
5 | N#C/C(=C\c1ccccc1)C(=O)NC(=O)Oc1ccccc1 | 3 | 0.3 | -5 | 0 | 19 | 16 | 2 | -2 | 7 | 0
6 | COc1ccccc1CNC(=O)CN1NS(=O)(=O)c2ccccc2C1=O | 0 | 0.2 | 1 | 5 | -11 | 2 | -2 | 2 | 2 | 2
7 | CC1=C(C(=O)N(C)C)C(c2cccc(Cl)c2)NC(=O)N1 (stereo not given) | -1 | -1.0 | -4 | 2 | 7 | -2 | 2 | -1 | 7 | -9
8 | N=c1n(CCN2CCCCC2)c2ccccc2n1CC(=O)c1cccs1 | 9 | -0.3 | -4 | -5 | 4 | -10 | -6 | 0 | -12 | 6
9 | COc1ccc(S(=O)(=O)N2CCOCC2)cc1NC(=O)Cn1nnc2ccccc2c1=O | -10 | 0.2 | -6 | 1 | 5 | -3 | 1 | -3 | -3 | -1
10 | CCCCS(=O)(=O)N1CCCc2nc(CC)c(CC)cc21 | -5 | 0.1 | -5 | 2 | 0 | 5 | -3 | -4 | -1 | 4
11 | Cc1ccc2c(c1)-n1c(nc3ccccc3c1=O)C(Cc1ccccc1)NC2=O (stereo not given) | -5 | 0.3 | 1 | 9 | -4 | -4 | 0 | 0 | -2 | -4
12 | O=[N+]([O-])c1ccc(Nc2nc(NC3CCCCC3)nc(N3CCCC3)n2)cc1 | 3 | -0.4 | 0 | -3 | -7 | -2 | 1 | 2 | 1 | 12
13 | COc1ccccc1/C=C/C(=O)Oc1cccc2cccnc12 | -1 | -0.1 | -17 | 6 | 6 | -3 | -2 | -13 | -2 | 3
14 | CC(C(=O)N1CCCC1)N(C)CC(=O)Nc1cccc(F)c1 (stereo not given) | 2 | -0.2 | -8 | -3 | -9 | 5 | -2 | 2 | -2 | 8
15 | CC1=C([N+](=O)[O-])C(c2ccccc2Cl)NC(=O)N1 (stereo not given) | -4 | 0.7 | 0 | -3 | 1 | -3 | -1 | 1 | -2 | 3
16 | CCC(=O)OCOc1ccc(/C=C2/CCC(CN(C)C)C2=O)cc1 (stereo not given) | -1 | 0.9 | -7 | -4 | 3 | -17 | -3 | 9 | -6 | -11
17 | COc1cccc(NC(=O)C2CCOC2=O)c1 (stereo not given) | 1 | 0.3 | 1 | -4 | -11 | -4 | 4 | 1 | 3 | 0
18 | CCN1CCN(c2c(Cl)cccc2NC(=O)c2ccc3nsnc3c2)CC1 | 2 | -0.7 | -9 | 1 | -1 | 0 | -4 | 1 | -7 | 16
19 | Cc1nn(C(=O)c2nn(C)cc2Cl)c(C)c1Br | -1 | -0.3 | 0 | -7 | 10 | 6 | 4 | 0 | 0 | -5
20 | CC1=C(C(=O)OC(C)C)C(c2ccc(C)o2)NC(=O)N1 (stereo not given) | -2 | 0.4 | 0 | 5 | 12 | -3 | 1 | 2 | -1 | 0
21 | COc1ccc(C(=O)N2CCCCCCC2)cc1OC1CCN(C(C)C)CC1 | 0 | 0.8 | -11 | -5 | -4 | 3 | 7 | 1 | 6 | -9
22 | CN(CC(=O)Nc1ccc(F)cc1)CC(=O)N1CCCCCC1 | 2 | 0.0 | 3 | -3 | 2 | 1 | 6 | 2 | 1 | 10
23 | O=C(Nc1ccccc1)c1ccccc1CC[N+](=O)[O-] | 1 | -0.3 | 3 | -1 | -3 | -39 | 5 | 4 | -2 | -4
24 | O=C(Nc1cccc(O)c1)c1noc2c1CCc1ccccc1-2 | -2 | -0.3 | 4 | -6 | 3 | -33 | -2 | 4 | -5 | -6
25 | Cn1nnnc1Sc1ncnc2scc(-c3ccc(-c4ccccc4)cc3)c12 | 6 | -0.5 | -9 | -2 | 9 | -14 | 0 | -2 | 3 | 10
26 | COc1ccccc1-c1nnc(SCC(=O)Nc2nc(-c3ccccc3)cs2)n1C | -4 | 0.7 | -3 | 0 | 4 | -26 | -2 | 0 | 1 | 2
27 | CCn1c(C)nc2cc(NC(=O)Nc3cccc(C(C)=O)c3)ccc21 | -6 | 0.1 | -1 | 6 | 6 | -7 | 0 | -1 | -1 | -1
28 | CCOc1ccc(NC(=O)CN2CCN(CC(=O)Nc3ccc(N(C)C)cc3)CC2)cc1 | 1 | -0.4 | 0 | 6 | 5 | 9 | -1 | 0 | 1 | 2
29 | CN(CCc1ccccn1)C(=O)Nc1ccc(C(C)(C)C)cc1 | -1 | 0.8 | -4 | 9 | 1 | 2 | 0 | -2 | 0 | -5
30 | O=C(CNC(=O)c1ccccc1F)NCCc1ccc(Cl)cc1Cl | -5 | -0.4 | -7 | 1 | 6 | -3 | 0 | 0 | -2 | 4
31 | CC(C)(C(=O)O)n1cncn1 | -4 | -0.3 | 1 | 0 | 4 | 2 | 4 | 0 | -4 | 1
32 | CCCCCC(=O)N1C[C@@H](O)[C@H](n2cc(COC(=O)c3ccccc3)nn2)C[C@@H]1c1ccccc1 | 1 | 0.4 | -2 | 1 | 7 | -25 | -2 | 1 | 0 | 7
33 | O=C(Cn1c(-c2cncs2)nc2ccccc21)N1CCCCC1 | 2 | -0.4 | -2 | -3 | nt | 6 | 1 | 1 | 2 | nt
34 | CC(C)Oc1cc(F)ccc1-c1cc(C(=O)NCc2ccccc2)[nH]n1 | -4 | -0.1 | 0 | 6 | -2 | -11 | 21 | 1 | 3 | 4
35 | Cc1cc(N2CC(C)OC(C)C2)nc(C(C)C)n1 (stereo not given) | -1 | 0.1 | -1 | -6 | 2 | -2 | -1 | -1 | -6 | 13
36 | CCOc1ccc2[nH]c(=O)c(CN(CC3CCCN3CC)C(=O)NCc3ccccc3)cc2c1 (stereo not given) | -2 | 2.8 | -78 | 1 | 5 | -16 | -4 | -64 | 7 | 3
37 | CCN(CC)C(=O)c1c[nH]c2ccc(S(=O)(=O)Nc3cc(C)cc(C)c3)cc2c1=O | 0 | -1.7 | -3 | 3 | 9 | -13 | -2 | -4 | 2 | 9
38 | CCC(=O)c1ccc(OC(=O)c2cccs2)cc1 | 2 | 0.9 | 3 | 6 | -3 | 1 | 3 | -1 | 5 | -12
39 | Cc1oc(-c2ccc(Cl)cc2)cc1-c1nn2c(-c3ccoc3C)nnc2s1 | -24 | -0.2 | -14 | 0 | -5 | 6 | 23* | -10 | -6 | 10
40 | N#C/C(=C\c1c(N2CCC(C(N)=O)CC2)nc2ccccn2c1=O)S(=O)(=O)c1ccc(Cl)cc1 | -5 | 1.7 | -39 | 5 | 2 | -12 | -2 | -26 | 8 | 3
41 | CC[N+](C)(CC)CC(O)COCC1COc2ccccc2O1 (stereo not given) | 0 | 0.1 | 2 | 1 | 4 | 7 | 0 | 1 | -5 | 11
42 | COC(=O)c1cccc(NC(=O)Nc2ccc(Cl)cc2Cl)c1 | 1 | -0.6 | 2 | -4 | 7 | 7 | 3 | 9.9* | 1 | 10
43 | Cc1nc(-c2c(-c3ccc(O)cc3O)noc2C(F)(F)F)cs1 | -3 | 0.1 | 1 | 0 | 8 | -13 | -3 | 0 | 2 | 6
44 | OC(c1ccc(F)cc1)C(CN1CCOCC1)c1ccccc1 (stereo not given) | -6 | -0.1 | 2 | -4 | -12 | -4 | 0 | 4 | 1 | -10
45 | OC(COCc1ccco1)CN1CCN(C(c2ccccc2)c2ccccc2)CC1 (stereo not given) | 5 | -0.2 | 2 | -6 | 9 | -6 | 3 | 9 | 2 | -10
46 | Cc1ccc(C(=O)ONc2ccc(N=O)cc2)cc1 | 3 | 1.3 | 4 | -10 | -3 | -76 | -2 | 5 | -6 | -1
47 | COc1ccc(NC(=O)CSc2nnc(-c3n[nH]c4c3CCC4)n2N)cc1OC | -4 | 0.1 | 4 | 0 | nt | 2 | 0 | 0 | -4 | nt
48 | CCOc1ccc(S(N)(=O)=O)cc1-c1nc2c(C(C)(C)C)nn(C)c2c(=O)[nH]1 | 3 | 0.2 | -4 | -4 | 9 | -5 | 2 | 3 | -8 | 8
49 | N#Cc1ccccc1NC(=O)C(=O)NCCCN1CCCC1=O | -1 | 0.1 | -2 | 0 | 11 | 5 | 1 | 4 | -5 | -5
50 | c1ccc(Cn2ncc3c(NCc4ccco4)ncnc32)cc1 | 1 | 0.0 | 2 | -7 | -1 | -5 | -1 | 1 | -1 | 4
51 | CCOC(=O)c1ccccc1NS(=O)(=O)c1ccc(OC)cc1 | -6 | 0.1 | -7 | -7 | 11 | -9 | 5 | -6 | 0 | -6
52 | O=C(NCCO)/C(=C\c1ccc([N+](=O)[O-])o1)NC(=O)c1ccccc1 | -3 | 0.0 | -19 | 1 | -1 | 6 | 0 | -12 | 4 | -14
53 | CN1CCOC1c1ccc(C2OCCN2C)cc1 (stereo not given) | 1 | -0.7 | 0 | 4 | -2 | 7 | 1 | 1 | 3 | 4

Rows are unselected (roughly 4.5% active in at least one column).
